KDM5B inhibitor = Primary screen for KDM5B Histone Demethylases FDH-coupled qHTS | Lysine-specific demethylase 5B (Homo sapiens), Q9UGL1 | KDM5B demethylase, FDH-coupled NADH fluorescence (FDH is formaldehyde dehydrogenase) | Potency, µM (doses to about 57.7 µM), for inactives: top-dose activity change, negative = inhibition, usual class: inhibitors | 220,000 compounds, 2.6% hits; active = well fitted inhibition curve with a large enough effect; inconclusive = small, poorly fitted or top-dose-only effect; inactive = no such curve, though single readings can be large or run the other way; note: 0% is about no effect; nearly all actives have a fitted effect of over 70% in size
Target sequence (Q9UGL1 whole entry, looked up): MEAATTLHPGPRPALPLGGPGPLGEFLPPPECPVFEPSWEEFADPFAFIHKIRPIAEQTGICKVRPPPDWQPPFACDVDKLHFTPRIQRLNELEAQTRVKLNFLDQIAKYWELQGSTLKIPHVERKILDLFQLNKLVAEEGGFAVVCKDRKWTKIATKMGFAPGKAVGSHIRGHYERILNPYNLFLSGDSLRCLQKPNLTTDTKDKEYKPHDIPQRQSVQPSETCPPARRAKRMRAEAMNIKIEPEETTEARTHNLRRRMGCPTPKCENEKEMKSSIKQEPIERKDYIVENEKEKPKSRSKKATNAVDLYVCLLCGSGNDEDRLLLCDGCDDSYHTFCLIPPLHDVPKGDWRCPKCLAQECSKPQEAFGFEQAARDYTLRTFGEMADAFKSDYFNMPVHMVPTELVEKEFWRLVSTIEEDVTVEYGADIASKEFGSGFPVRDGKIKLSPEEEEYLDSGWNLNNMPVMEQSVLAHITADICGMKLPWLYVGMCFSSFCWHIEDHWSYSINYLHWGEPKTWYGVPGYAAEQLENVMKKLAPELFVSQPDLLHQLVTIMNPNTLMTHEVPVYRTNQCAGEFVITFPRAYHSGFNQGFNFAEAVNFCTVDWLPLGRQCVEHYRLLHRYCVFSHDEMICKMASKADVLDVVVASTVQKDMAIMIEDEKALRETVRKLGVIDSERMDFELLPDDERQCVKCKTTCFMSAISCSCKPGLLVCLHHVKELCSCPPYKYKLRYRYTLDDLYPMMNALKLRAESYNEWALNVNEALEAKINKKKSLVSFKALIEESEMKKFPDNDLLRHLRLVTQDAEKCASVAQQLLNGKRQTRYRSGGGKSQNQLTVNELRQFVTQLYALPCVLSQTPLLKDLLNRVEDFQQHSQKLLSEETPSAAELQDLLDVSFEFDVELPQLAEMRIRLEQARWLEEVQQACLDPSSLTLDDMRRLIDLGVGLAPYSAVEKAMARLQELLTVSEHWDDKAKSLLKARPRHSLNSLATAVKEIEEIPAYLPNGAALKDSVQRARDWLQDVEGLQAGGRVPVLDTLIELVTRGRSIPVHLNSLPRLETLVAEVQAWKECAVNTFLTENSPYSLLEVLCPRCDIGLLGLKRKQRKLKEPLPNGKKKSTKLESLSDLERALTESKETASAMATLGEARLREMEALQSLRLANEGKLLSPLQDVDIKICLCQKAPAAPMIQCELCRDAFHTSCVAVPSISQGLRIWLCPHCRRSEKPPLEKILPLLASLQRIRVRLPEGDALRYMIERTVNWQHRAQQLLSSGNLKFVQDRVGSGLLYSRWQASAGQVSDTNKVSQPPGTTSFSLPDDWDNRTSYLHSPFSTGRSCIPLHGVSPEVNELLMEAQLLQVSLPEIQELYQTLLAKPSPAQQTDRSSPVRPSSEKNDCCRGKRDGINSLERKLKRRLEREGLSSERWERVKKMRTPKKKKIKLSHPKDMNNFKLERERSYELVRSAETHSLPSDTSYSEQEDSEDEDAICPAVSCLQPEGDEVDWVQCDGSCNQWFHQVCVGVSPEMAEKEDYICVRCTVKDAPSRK
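qHTS format, multiple compound concentrations. Buffer 50 mM HEPES pH 7.5/0.01% Tween-20; 200 nM KDM5BΔAP final; 10 min compound preincubation; substrate-mix levels 12.5 µM peptide, 25 µM α-KG, 0.25 mM NAD⁺; 30 min RT; ΔRFU.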
An asterisk follows results filed as active; ? = inconclusive; [ ] = remark or other dose. Potency is the fitted concentration of half-maximal effect. An excerpt (hit frequency here may not be typical).

The first 2 compounds, to show the layout:
KDM5B inhibitor | molecule
-11.2% | COc1ccc(NC(=O)NC2CCN(C(=O)N3CC4CC(C3)[C@H]3CCCC(=O)N3C4)CC2)cc1 (some centres not stated)
? | Cc1ccc(-c2cc(C(=O)O)c3cc(C)ccc3n2)c(C)c1

This part in full, previewed entries included:
KDM5B inhibitor | molecule
-11.2% | COc1ccc(NC(=O)NC2CCN(C(=O)N3CC4CC(C3)[C@H]3CCCC(=O)N3C4)CC2)cc1 (some centres not stated)
? | Cc1ccc(-c2cc(C(=O)O)c3cc(C)ccc3n2)c(C)c1
2.6% | O=C(NCc1ccc(F)cc1)c1csc(N2CCN(c3ccccc3F)CC2)n1
? | COc1ccc(N2CCN(c3nc(-c4ccccc4F)nc4ccccc34)CC2)cc1
? | Cc1ccc(NC(=O)/C(C#N)=C/c2cc(C)n(-c3ccc(Br)cc3)c2C)cc1C
16.9% | O=C(Nc1ccc2c(c1)OCO2)C1CCc2sc(C(=O)N3CCCC3)cc2C1 (configuration not stated)
386.3%[activator] | CCCCC(=O)Oc1ccc2cc(-c3csc(C)n3)c(=O)oc2c1
4.3%[115 µM] | Cc1noc(C)c1[S+](=O)([O-])N1CCc2nc(C(C)C)nc(-c3ccc(Cl)cc3)c2CC1
-21.7%[86.2 µM] | CC(C)c1ccc(CN2CCc3ncc(C(=O)NCCN4CCNC4=O)n3CC2)cc1
16.5% | O=C(CNc1ccccc1OC(F)F)N1CCNC1=O
-32.8% | O=C1CCN(C(=O)c2ccco2)CCCC(c2nc(-c3ccccc3)no2)CCN1 (configuration not stated)
25.8% | Fc1ccc(-c2nc(-c3ccncc3)no2)cc1
-2.8%[115 µM] | CC(C)NC(=O)c1c(-c2ccc(F)cc2)noc1[C@H](C)O
-22.7%[86.2 µM] | COc1ccc(-c2cn(C)c(=O)n3cc(CN4CC[S+](=O)([O-])CC4)nc23)cn1
-36.0% | CCc1nnc(NC(=O)C2CCC(CNc3c(N4CCC(C)CC4)c(=O)c3=O)CC2)s1 (configuration not stated)
-27.9% | Cc1ccc(CNC(=O)CSc2cc(C)[nH]c(=O)n2)cc1
-22.7% | O=C(CC1CCCC1)N1CCCCCC1CN1CCOCC1 (configuration not stated)
-18.9% | CN(Cc1ccccc1)c1ncccc1CNc1ccc(C#N)cn1
10.6% | OC(CNCc1cccc(Oc2nnnn2-c2ccccc2)c1)c1ccccc1 (configuration not stated)
14.4% | O=C1CCCC2=C1C(c1ccc(Cl)cc1)C1=C(CCCC1=O)O2

Next section.
KDM5B inhibitor | molecule
-9.4% | CC(=O)N1CCC(Oc2ccc(Cl)cc2C(=O)N(C)CCN2CCOCC2)CC1
-40.5% | CCn1nc(C)c(-c2cc(C(=O)NCCc3noc(COC)n3)no2)c1C
-23.6% | COc1ccc(S(=O)(=O)Nc2nc3ccccc3nc2Nc2cccc(Br)c2)cc1
-19.8% | Cc1noc(C(C)C)c1C(=O)OC(C)C(=O)c1c[nH]c2ccccc12 (configuration not stated)
-14.0% | O=C(NC1CCCC1)c1ccc2c(c1)N(Cc1ccc(C(F)(F)F)cc1)C(=O)c1ccccc1S2
? | CCOc1ccc(-c2nc(C3CC(=O)N(c4ccc(F)cc4)C3)no2)cc1OCC (configuration not stated)
9.6% | O=C(NC1CCCN(c2cc(-c3ccccc3)[nH]n2)C1)c1ccccc1C(F)(F)F (configuration not stated)
11.4%[149 µM] | COc1ccc(F)cc1-c1ccccc1C=O
-8.7% | Cc1ccc(NC(=O)NCCc2c(C)nn(C)c2C)c(Cl)c1
13.6% | N#C/C(=C\c1c(N2CCC(C(N)=O)CC2)nc2ccccn2c1=O)S(=O)(=O)c1ccc(Cl)cc1
16.5% | COc1ccccc1CCC(=O)N1CCC(c2n[nH]c(=O)n2Cc2ccc(F)cc2)CC1
11.9% | COc1ccc(N2C(=O)CCC2(C#N)c2ccccc2)cc1 (configuration not stated)
? | O=C(c1ccc(Cl)cc1)N1CCC(n2cc(-c3ccccc3)[nH]c2=O)CC1
-1.5% | CC1CCCN(CC(=O)Nc2oc3ccccc3c(=O)c2-c2ccc(F)cc2)C1 (configuration not stated)
16.4% | CC(=O)Nc1ccc(S(=O)(=O)N2CCC3(CC2)OCCO3)cc1
25.1% | O=C(O)CSCc1cccc(Br)c1
? | O=C(c1ccccn1)N1C[C@@H]2C[C@H](C1)c1ccc(NS(=O)(=O)Cc3ccccc3)c(=O)n1C2
13.3% | CC1(/[N+]([O-])=C/c2ccc(Cl)cc2Cl)CCCCC1=O (configuration not stated)
-26.2% | O=C(CN1C(=O)COc2ccc(S(=O)(=O)N3CCCC3)cc21)N1CCN(c2ccc(Cl)cc2)CC1
-0.4% | CC(NC(=O)c1ccc(N2CC(=O)NC2=O)cc1)c1cn2ncsc2n1 (configuration not stated)

(next part)
KDM5B inhibitor | molecule
-37.9% | N#CCCN/N=C/c1ccncc1
16.3% | Cc1c(-c2ccccc2)oc2c(C(=O)N(C)c3ccccc3)cccc2c1=O
-20.8%[86.2 µM] | CN[C@H](C(=O)N[C@@H]1C=C(C(=O)N[C@H]2CCCNC2=O)C[C@@H](O)[C@@H]1O)C(C)C
3.7% | COc1ccc(N2CCN(C(=O)COC(=O)c3oc4ccccc4c3C)CC2)cc1
6.8% | COc1ccc(C(=O)NNC(=O)c2snnc2C)cc1
-13.8% | O=C(c1ccc(SCCO)cc1)N1CCCC(CO)(CC2CC2)C1 (configuration not stated)
-9.4% | CC(=O)Nc1ccc(S(=O)(=O)Nc2nc3ccccc3nc2Nc2cccc3ccccc23)cc1
-13.2% | COc1cc(=O)n2c(c1C(=O)Nc1cccc(C(F)(F)F)c1)CCCC2
13.1% | CCC(C)(C)NC(=O)c1cn(-c2ccccc2)nn1
? | Cc1cccc(NC(c2nnc(-c3ccccc3)o2)c2ccc(F)cc2Cl)c1C (configuration not stated)
19.9% | CC(C)c1nnc(NC(=O)c2cc(-c3ccncc3)nc3ccccc23)s1
-3.8% | COc1cccc(CNC(=O)c2cc(S(=O)(=O)N3CCCCC3)cn2C)c1
? | CCOC(=O)c1cc2c(=O)n3ccccc3nc2n(CC2CCCO2)c1=NC(=O)c1ccc(F)cc1 (configuration not stated)
-5.9% | COc1cc(Cl)ccc1C(=O)N1CCC(Cc2nc(C(C)C)no2)CC1
8.0% | COc1cccc(NC(=O)c2nn(-c3ccc(C)cc3)c(=O)n(C)c2=O)c1
-0.4% | O=C(CSc1nccn1-c1ccccc1)NO
? | O=C1NCCCCCCN(Cc2ccncc2)[C@@H]2CN(Cc3ccc(O)cc3)CC[C@H]12
? | CC(C)Oc1ccc(CNC(=O)c2cccc(NC(=O)N3CCSc4ncccc43)c2)cc1
1.7% | Cc1ccc(CNC(=O)Cn2c(=O)n(Cc3ccccc3)c(=O)c3c2c2cc(C)ccc2n3C)cc1
-15.7% | CNC(=O)N1CCC(C2CCN(C(=O)CC3CCCCC3)C2)CC1 (configuration not stated)

(next part)
KDM5B inhibitor | molecule
-16.8% | c1ccc(C(NCc2cccs2)c2ccccc2)cc1
14.1µM* | Cc1ccc(-c2ccc3nnc(CNC(=O)C4CC4)n3n2)cc1
? | CCOc1ccc(NC(=O)c2c(NC(=O)Cc3ccccc3)sc3c2CCCCC3)cc1
26.9% | COc1ccc(NC(=O)c2cncn2-c2ccccc2)cc1
-12.6% | Cc1cc(Oc2cc(C#N)c(C#N)cc2Oc2ccc(Cl)c(C)c2)ccc1Cl
-5.6% | CN(CCO)CC1(O)CCCN(Cc2cccc(F)c2F)C1=O (configuration not stated)
13.0% | COc1cccc(OC)c1C(=O)Oc1cc(C)c2c(c1)O/C(=C\c1ccncc1)C2=O
-0.7% | O=C(NCC1(COc2ccc(C(F)(F)F)cn2)C[C@@H](O)[C@@H](O)C1)c1ccno1 (some centres not stated)
? | CCOC(=O)N1CCc2c(sc3c2C(=O)NC(c2cc(OC)c(OC)c(OC)c2)N3)C1 (configuration not stated)
? | Cc1ccc(Cl)cc1Nc1cc(Cl)c2nonc2c1[N+](=O)[O-]
17.0% | CCNc1c(NC(=O)Nc2cc(Cl)ccc2C)c(=O)oc2ccccc12
-4.6%[86.2 µM] | CN1C[C@@H](NC(=O)Nc2ccccc2)C[C@H]1c1nc(-c2ccc(Cl)cc2)no1
20.9% | CC(NC(=O)CC1C=CCC1)c1ccc2c(c1)CCCC2 (configuration not stated)
8.8% | COc1ccc(-c2nc3ccccc3o2)cc1NC(=O)c1cc([N+](=O)[O-])ccc1N1CCOCC1
-11.2% | Cn1c(CCNC(=O)CN2CC3CC(C2)[C@H]2CCCC(=O)N2C3)nc2ccccc21 (some centres not stated)
3.6% | O=C1CC(c2ccccc2)N(C(=O)CC2CCCC2)CCCCCCN1 (configuration not stated)
-2.7% | Cc1ccc(C)c(NS(=O)(=O)c2ccc3c(c2)n(C)c(=O)n3C)c1
? | O=C(CCCn1c(=O)c2cccn2c2cccnc21)Nc1ccccc1C(F)(F)F
6.8% | COc1ccc(C(=O)N2CCC(C(=O)Nc3ccccc3Cl)CC2)cc1
-7.5% | CCCCCCCCCCS(=O)CCO (configuration not stated)

(more compounds)
KDM5B inhibitor | molecule
4.2% | Cc1csc(NC(=O)C2CC(=O)N(Cc3ccco3)C2)n1 (configuration not stated)
? | O=C(Nc1ccc(Br)cc1F)c1ncoc1-c1ccco1
? | CCC(=O)N1c2ccccc2CC1C(=O)NCCN1CCN(c2cc(Cl)ccc2C)CC1 (configuration not stated)
12.9% | Cc1ccc(C(=O)N2CCc3[nH]nc(C(=O)N(C)C)c3C2)cc1F
-18.0% | O=C(Nc1ccccc1F)c1nc2ccccc2nc1N1CCCC1
-8.8% | Cc1cccc(NC(=O)CSc2nc(=O)n(Cc3ccccn3)c3c2CCC3)c1C
18.9% | Cc1noc(C)c1S(=O)(=O)Nc1ccccc1SCc1cc(=O)n2ccccc2n1
-5.9% | CCC(C)Oc1cccc(C(=O)Nc2cccc3ccc(C)nc23)c1 (configuration not stated)
? | Cc1noc(-c2cccn3c(CNC(=O)c4ccc(F)c(F)c4)nnc23)n1
? | O=S(=O)(Nc1ccc2cn[nH]c2c1)c1cc(C(F)(F)F)ccc1Cl
1.6%[86.2 µM] | COc1ccc(-n2nc(C3CCN(C(=O)C4CC4)CC3)[nH]c2=O)cc1
9.1% | Cc1nn(-c2ncnc3nc[nH]c23)c2c1C(c1ccc(F)cc1Cl)CC(=O)N2 (configuration not stated)
-7.7% | CCn1cc(Br)c(C(=O)Nc2cc(C(F)(F)F)ccc2Cl)n1
-21.7% | Cc1ccc(NC(=O)Cn2ccn3nc(-c4ccccc4)c(CO)c3c2=O)cc1
? | CCc1cc(=O)oc2cc(OCC(=O)O)c(Cl)cc12
8.5% | CN1CCC(Oc2ccc(C(=O)N3CCOCC3)cn2)CC1
25.5% | CC(C)NC(=S)NNC(=O)C1(c2ccccc2)CCC1
14.5% | COC(=O)c1ccc(COc2ccccc2/C=N/O)cc1
-3.9% | FC(F)(F)c1cnc(N2CCCN(C(=S)Nc3ccccc3)CC2)c(Cl)c1
-37.8% | COc1ccc(N2CCN(C(=O)c3cc4ccc5cccnc5c4[nH]3)CC2)cc1

More results follow:
KDM5B inhibitor | molecule
2.3% | Cc1ccc(NC(=O)c2ncoc2-c2cccc(Cl)c2)c(C)c1
-15.3% | COc1ccccc1CNC(=O)c1ccc(CS(=O)(=O)c2c(Cl)cccc2Cl)o1
-16.3% | CCN(CC)CCNC(=O)C1CCN(S(=O)(=O)c2c(C)noc2/C=C/c2ccccc2F)CC1
-11.9% | CCOc1ccccc1NC(=O)c1cc2c(Cl)nc3ccccc3c2s1
-15.3% | COc1ccc(Nc2nc(-c3ccc(C)cc3)nc3ccccc23)c(OC)c1
? | O=C(CC1CCCC1)N1CCCC(Nc2cccc(F)c2)C1 (configuration not stated)
-0.4% | Cc1cccc(Cn2c(CNS(=O)(=O)c3ccc4c(c3)CCCC4)nc3cccnc32)c1
? | Fc1ccc(-c2cc(-c3cn[nH]c3)c3cncn3c2)cc1
? | Cc1oc(-c2nc(C#N)c(NCCN(C)C)o2)cc1S(=O)(=O)N(C)c1ccccc1
117.1%[activator] | COc1ccc(-c2cc(C[C@@H]3CC[C@H](O)[C@@H](CNCc4cccc(OC)c4)O3)no2)cc1
9.4% | CCN1C(=O)c2ccccc2S(=O)c2ccc(C(=O)NCc3ccc(OC)cc3)cc21 (configuration not stated)
13.3% | COc1cccc(-c2noc(CC3CCN(C(=O)c4ccc(OC)c(OC)c4)CC3)n2)c1
-23.2%[86.2 µM] | Cn1nccc1OCc1cn2c(=O)n(C)cc(-c3cccc(OC(F)(F)F)c3)c2n1
-9.6% | CC(C)CCNC(=O)N(C)CC1CCOCC1
11.4% | COc1cc(-c2nc(C(N)=O)c3c(n2)n(-c2cccc(C)c2)c(=O)n3C)cc(OC)c1OC

Shown as labelled records: entries from further up.
CCN(CC)CCNC(=O)C1CCN(S(=O)(=O)c2c(C)noc2/C=C/c2ccccc2F)CC1
- KDM5B inhibitor: -16.3%

O=C(CC1CCCC1)N1CCCC(Nc2cccc(F)c2)C1 (configuration not stated)
- KDM5B inhibitor: ?

Cc1cccc(Cn2c(CNS(=O)(=O)c3ccc4c(c3)CCCC4)nc3cccnc32)c1
- KDM5B inhibitor: -0.4%

CCOc1ccccc1NC(=O)c1cc2c(Cl)nc3ccccc3c2s1
- KDM5B inhibitor: -11.9%

Shown field by field: entries from further up.
SMILES: CCN1C(=O)c2ccccc2S(=O)c2ccc(C(=O)NCc3ccc(OC)cc3)cc21 (configuration not stated)
  KDM5B inhibitor: 9.4%

SMILES: COc1cccc(-c2noc(CC3CCN(C(=O)c4ccc(OC)c(OC)c4)CC3)n2)c1
  KDM5B inhibitor: 13.3%
